# Screening results from PubChem.
# H69AR inhibit: proliferation blockers of H69AR lung cancer cells, primary screen, cell-based, human, 86K library; 6% of 85,000 active; H69AR lung tumor viability, ATP luminescence, 72 h; hits give low values; viability, % at 10 µM; AID 598, 2007;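 active = viability at or below 40%; inactive = viability above 40%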;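 note: multidrug resistant small cell line overexpressing MRP-1 efflux transporter; 100% = mean luminescence of untreated control wells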
# CYP2C19 inhib: blockers of cytochrome P450 2C19 activity – biochemical, luminescence, ADME assay, primary screen; P33261; CYP2C19 Supersomes, luciferin-H EGE luminescence, 30 min; inhibition, % at 5 µM; 21% of 96,000 active; AID 778, 2007;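 active = CYP2C19 inhibition above a set limit at 5 µM in the primary screen, cut at about 50% in these data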;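 note: plate controls were negative control wells for no effect and 2.5 mM tranylcypromine positive control for full effect; values of inactives mirror those of a sister screen read the other way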
# Target sequence (P33261 whole entry, looked up): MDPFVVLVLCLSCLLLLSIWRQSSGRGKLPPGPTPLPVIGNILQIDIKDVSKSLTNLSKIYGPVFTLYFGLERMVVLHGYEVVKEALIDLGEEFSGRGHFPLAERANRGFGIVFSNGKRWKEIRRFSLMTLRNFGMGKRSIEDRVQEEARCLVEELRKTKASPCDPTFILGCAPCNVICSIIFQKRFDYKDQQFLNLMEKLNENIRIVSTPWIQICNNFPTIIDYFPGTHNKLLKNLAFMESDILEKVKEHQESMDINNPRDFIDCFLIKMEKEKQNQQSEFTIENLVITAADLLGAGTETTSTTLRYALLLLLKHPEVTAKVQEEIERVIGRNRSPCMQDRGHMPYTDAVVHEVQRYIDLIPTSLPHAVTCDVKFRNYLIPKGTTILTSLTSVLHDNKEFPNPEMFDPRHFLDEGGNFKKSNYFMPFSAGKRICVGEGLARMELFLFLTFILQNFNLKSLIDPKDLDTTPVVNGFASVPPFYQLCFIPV
# HUVEC prolif 384: inhibitors of HUVEC proliferation, primary screen, cell-based, 384-well; CellTiter-Glo luminescence, 72 h; hits give low values; viability, % at 10 µM (by protocol); 1.1% of 86,000 active;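 active = viability at or below 30%; inactive = viability above 30%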;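 note: 100% = median luminescence of DMSO-only cell control wells on each plate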
# Lung fibro prol: antiproliferative effect on LL 47 fibroblasts – human, LL 47 cells, CellTiter-Glo luminescence, primary screen | LL 47 human lung fibroblast viability, ATP luminescence; hits give low values | viability, % at 10 µM | 1.1% of 85,000 active | AID 719, 2007;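 active = viability at or below 50% in the single dose screen; inactive = viability above 50%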;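 note: compound exposure lasted 72 h before the ATP readout; 100% = median luminescence of untreated cell-only wells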
#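 test system = LL 47 human lung fibroblasts | amount = 1,150 fibroblasts seeded per well | medium = 15% FBS in IMEM | times = overnight cell rest, 72 h compound treatment at 37 °C | measured by = CellTiter-Glo luminescence measuring cellular ATP | read-out = viability percentage against median untreated-cell control | benchmarks = cell-only wells, no compound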
# CYP2C19 act: human CYP2C19 activators, primary screen, biochemical, luminescence. AID 1025, 2008. 96,000 tested, under 10 active. Cytochrome P450 2C19 (Homo sapiens), P33261. recombinant CYP2C19, luciferin-H EGE luminescence; hits give high values; 0 = fully inhibited enzyme, 1 = untreated enzyme. activation factor at 5 µM;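 active = activation factor of at least 2 at 5 µM in the primary screen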;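 note: 0 = wells with 2.5 mM tranylcypromine and 1 = vehicle-only wells; values of inactives mirror those of a sister screen read the other way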
# Mac1 fbg inh: inhibitors of CD11b/CD18 adhesion to fibrinogen, primary screen, K562 cells, luminescence | 0.54% of 93,000 active | inhibition, % at 10 µM | Integrin beta-2 (Homo sapiens) + Integrin alpha-M (Homo sapiens), P05107+P11215 | ATPlite luminescence; Mn2+ added to activate the integrin | AID 1497, 2009;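 active = primary inhibition of 50% or more at 10 µM, then 40% or more on retest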; note: some results filed as inactive read as strong as hits
# ERa coact pot: enhancers of ERα–SRC-1 coactivator binding, primary screen, biochemical, TR-FRET, ERα LBD, low estradiol; Estrogen receptor (Homo sapiens), P03372; 1.3% of 86,000 active; TR-FRET ERalpha-LBD/SRC-Cy5 coactivator binding, 2 h; 100 = basal binding, no effect; coactivator binding (% of control), % at 25.6 µM; AID 639, 2007; in the data active = activity above about 200%;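 note: binding measured in presence of low estradiol as agonist stimulus; 0% = peptide alone without receptor and 100% = receptor with peptide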
# CD11b adhes enh: enhancers of CD11b/CD18 adhesion to fibrinogen, primary screen, K562 cells, luminescence; Integrin beta-2 (Homo sapiens) + Integrin alpha-M (Homo sapiens), P05107+P11215; ATPlite luminescence; activation, % at 10 µM; 0.07% of 93,000 active; AID 1499, 2009;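 active = 10 µM primary screen giving 50% or more activity, confirmed by 40% or more on retest at that dose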; note: strong numbers were not always called active
# ERa coact inh: ERα–SRC-1 coactivator interaction inhibitors, primary screen, biochemical, TR-FRET, ERα LBD, estradiol-bound | Estrogen receptor (Homo sapiens), P03372 | TR-FRET ER-alpha LBD / SRC-1 peptide | inhibition, % at 25.6 µM | 1.7% of 86,000 active; in the data active = inhibition above about 50%;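 note: 0% = receptor plus peptide control and 100% = peptide only without receptor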
# * = called active by the depositor; x = no result given; [ ] = remark or other dose.
SMILES,H69AR inhibit,CYP2C19 inhib,HUVEC prolif 384,Lung fibro prol,CYP2C19 act,Mac1 fbg inh,ERa coact pot,CD11b adhes enh,ERa coact inh
CCOC(=O)C(O)(c1ccc(N(CC)C(=O)OC)cc1)C(F)(F)F (centres undefined),101,64*,104,107,0.4,-6,104,0,-6
C[C@H]1OC[C@@H](C[N+](C)(C)C)O1,95,x,91,97,x,x,102,x,-6
Cn1c(O)c(C(=O)c2ccccc2)c(=O)n(C)c1=O,101,-4,99,109,1,x,119,x,-6
COc1ccc(CN2CC3CC(C2)c2cccc(=O)n2C3)cc1OC (centres undefined),109,-4,108,98,1,4,122,0,-9
CCN1CCN(Cc2ccc(C)cc2C)CC1,90,2,82,92,1,-14,123,-4,-13
CCc1ccc(C(=O)C23CN4CN(CN(C4)C2)C3)cc1,92,x,89,98,x,x,107,x,-10
C[C@H]1CCC[C@@H](O)CCC/C=C/c2cc(O)cc(O)c2C(=O)O1,6.5*,89*,34,70,0.1,-7,466*,0,3
Cc1cccc(C)c1NC(=O)CN(C)CC(=O)Nc1ccc(C#N)c(Cl)c1,88,36,98,91,0.6,5,95,-3,-5
CCOC(=O)C1=C(C)OC(N)=C(C(=O)OC)C12C(=O)Nc1ccc(Br)cc12 (centres undefined),92,62*,90,x,0.4,12,105[fluorescence artefact?],-4,-4
CCOC(=O)C1C(=O)NC2(C)CC1c1cc(OC)ccc1O2 (centres undefined),107,2,95,98,1,9,112,-3,2
Cc1ccnc(-n2c(C)cc(C=C3C(=O)N(C)C(=S)N(C)C3=O)c2C)c1,x,-7,x,x,1.1,12,x,-5,x
O=C1C2CCCN2C(c2cccnc2)N1c1nccs1 (centres undefined),92,-7,98,95,1.1,6,125,-4,0
O=C(Cn1c2c(c(-c3ccccc3Cl)cc1=O)CCC2)N1CCC2(CC1)OCCO2,50,12,88,92,0.9,3,103[fluorescence artefact?],2,-19
CCC(=NCc1ccco1)c1c(O)[nH]c(=O)[nH]c1=O,81,10,96,98,0.9,16,100,-1,-3
Cc1[nH]c2c(C(F)(F)F)cccc2c1CCN,18*,-10,83,71,1.1,19,105,-7,4[fluorescence artefact?]
Cc1ccc(S(=O)(=O)N2CCC(C(=O)N3CCC4(CC3)OCCO4)CC2)cc1,97,-10,99,99,1.1,8,114,-3,-6
Cn1c(O)c(C=NC2CCN(Cc3ccccc3)CC2)c(=O)n(C)c1=O,85,x,83,90,x,x,109,x,-2
CC(C(=O)c1c[nH]c2ccccc12)N1CCc2ccccc2C1 (centres undefined),78,45,105,89,0.5,-5,103,0,-2
CC(=NCCC1=CCCCC1)c1c(O)n(C)c(=O)n(C)c1=O,x,42,86,87,0.6,-15,110,-4,4
CC(=O)OC1(c2ccc(C)cc2)CN2CCC1c1ccccc12 (centres undefined),87,99*,101,103,0,-7,106,0,-1
COc1ccc(N=C(C)c2c(O)n(C3CCCCC3)c(=O)[nH]c2=O)c(OC)c1,67,8,82,94,0.9,-2,112,-2,2
COC(=O)c1c(C)n(Cc2ccco2)c2ccc(O)cc12,100,19,93,101,0.8,2,88,-3,13
Cc1cc(N2C(=O)CC(N3CCC(n4c(=O)[nH]c5ccccc54)CC3)C2=O)no1 (centres undefined),83,-3,107,101,1,18,98[fluorescence artefact?],-2,-11
O=C(NCC(c1cccnc1)N1CCOCC1)Oc1ccccc1 (centres undefined),98,x,100,99,x,x,126,x,-3
CCCCn1c(N)c(C(=O)OCC2CCCO2)c2nc3ccccc3nc21 (centres undefined),50,68*,60,87,0.3,-18,105[fluorescence artefact?],4,6
COCCOC(=O)C1=C(N)Oc2c(c(=O)oc3ccccc23)[C@@]12C(=O)Nc1ccccc12,97,-2,114,105,1,-11,93[fluorescence artefact?],0,4
C=Cn1ccnc1P(=S)(c1ccn(C)c1)c1nccn1C=C,96,-9,88,87,1.1,-7,100,0,3
CCOc1c(P(=S)(N(C)C)N(C)C)c(C)nn1-c1ccccc1,67,89*,104,92,0.1,-12,114,-3,1
CCn1c(C(=O)N2CCC(C(=O)N3CCC4(CC3)OCCO4)CC2)cc2sccc21,x,7,x,x,0.9,-9,x,2,x
O=C(c1cnn2c(C(F)(F)F)cc(-c3ccccc3)nc12)N1CCC2(CC1)OCCO2,65,23,97,103,0.8,-16,102,-6,-1
CCOC(=O)N(C)c1ccc(C(O)(C(=O)OCC)C(F)(F)F)cc1 (centres undefined),94,61*,96,90,0.4,-1,112,3,-4
Cc1cc(N)n(C2CCN(C)CC2)n1,96,-1,95,105,1,0,110,-2,4[fluorescence artefact?]
CC(NC1CCCCC1)C(O)C12CC3CC(CC(C3)C1)C2 (centres undefined),83,13,91,87,0.9,-9,119,0,8[fluorescence artefact?]
CCCNc1oc(-c2cccc3ccccc23)nc1C#N,93,18,125,132,0.8,11,108,-4,-11
O=C(O)Cn1cc(C(=O)c2ccccc2)c2ccccc21,94,-8,94,93,1.1,-17,105,-1,-3
Cc1ccc2c(c1)C1CN(C)CCC1N2C(=O)Nc1cccc(C(F)(F)F)c1 (centres undefined),71,31,43,76,0.7,-8,106,-4,-4
O=C(c1cc2c(s1)CCCCCC2)N1CCC2(CC1)OCCO2,82,97*,98,94,0,-7,122,4,-5
CCOC(=O)c1sc(/N=C/c2c(O)n(-c3ccccc3)c(=O)[nH]c2=O)c(C#N)c1C,x,10,x,x,0.9,10,x,-3,x
C(#CCN1CCOCC1)COCC#Cc1ccccc1,91,60*,99,106,0.4,-8,107,3,3
CC1CC2(O)c3no[n+]([O-])c3CCC2N1O (centres undefined),100,-7,104,106,1.1,-23,98,0,-4
OC1(c2ccc(F)cc2)CC2CCC(C1)N2Cc1nnnn1C1CCCCC1 (centres undefined),87,50*,93,98,0.5,x,118,x,-1
CCN(CC)CCCN=C(C)c1c(O)n(C2CCCCC2)c(=O)[nH]c1=O,87,50,99,111,0.5,9,131,2,-25
NCC(CC(=O)O)C1CCCCC1 (centres undefined),92,9,102,104,0.9,-12,104[fluorescence artefact?],-4,-4
CCOC(=O)c1cc(C(O)(C(=O)OC)C(F)(F)F)c(/N=C/N(C)C)o1 (centres undefined),x,19,x,x,0.8,-27,x,0,x
CCN(CC)C(=O)c1ccc(NC(=O)c2cccc(F)c2)cc1,x,4,x,x,1,-16,x,0,x
O=c1[nH]c(=O)n(CCC2=CCCCC2)c(O)c1C=NCCCn1ccnc1,98,86*,104,105,0.1,34,105,1,-26
Cc1ccc(N2C(=O)NC(=O)C3(Cc4ccccc4N4CCN(c5ccccc5)CC43)C2=O)cc1 (centres undefined),82,31,86,95,0.7,-2,107,-1,-11[fluorescence artefact?]
COc1ccc(CN2CCN(c3ccccc3F)CC2)cc1O,101,74*,97,99,0.3,-43,111,-1,6
CCN(CC)CCCN=Cc1c(O)n(CCc2ccc(F)cc2)c(=O)[nH]c1=O,96,-5,99,108,1,6,117,3,-14[fluorescence artefact?]
C=CCn1c(O)c(C(C)=Nc2ccc(C(=O)OCC)cc2)c(=O)[nH]c1=O,84,42,91,96,0.6,-20,116,2,-6
Cc1cc(C)n2nc(C)[n+](C)c2n1,x,-14,x,x,1.1,21,x,2,x
CN1CCC(N(C)Cc2cccnc2)CC1,100,-1,98,104,1,-4,102,4,-3
CN(C)CC1CSCCC1(O)c1ccccc1Cl (centres undefined),91,x,97,93,x,x,112,x,-4
Cc1nc2c(=O)n(C)c(=O)nc-2n(C)n1,2.6*,x,5.6*,2.5*,x,x,108,x,-8
C[C@H]1CCCC(=O)CCCCCc2cc(O)cc(O)c2C(=O)O1,61,x,74,106,x,x,88,x,31
CCOc1ccc(C2C(C#N)=C(N)Oc3c2c(=O)oc2ccccc32)cc1 (centres undefined),94,9,92,92,0.9,8,123,-2,15
CCOC(=O)c1c(C)n(CCOC)c2ccc(O)cc12,85,69*,87,96,0.3,-3,75[fluorescence artefact?],2,9
O=C1C2CCCN2C(c2ccc(Cl)c(Cl)c2)N1c1ccccn1 (centres undefined),100,x,93,100,x,x,111,x,1
Cc1ccc(CS(=O)(=O)CCC(=O)N2CCC3(CC2)OCCO3)cc1,86,-18,90,96,1.2,2,102,6,-7

# Part of the list above in order of molar mass, high to low.
SMILES,H69AR inhibit,CYP2C19 inhib,HUVEC prolif 384,Lung fibro prol,CYP2C19 act,Mac1 fbg inh,ERa coact pot,CD11b adhes enh,ERa coact inh
Cc1ccc(N2C(=O)NC(=O)C3(Cc4ccccc4N4CCN(c5ccccc5)CC43)C2=O)cc1 (centres undefined),82,31,86,95,0.7,-2,107,-1,-11[fluorescence artefact?]
O=c1[nH]c(=O)n(CCC2=CCCCC2)c(O)c1C=NCCCn1ccnc1,98,86*,104,105,0.1,34,105,1,-26
Cc1ccc(CS(=O)(=O)CCC(=O)N2CCC3(CC2)OCCO3)cc1,86,-18,90,96,1.2,2,102,6,-7
C=CCn1c(O)c(C(C)=Nc2ccc(C(=O)OCC)cc2)c(=O)[nH]c1=O,84,42,91,96,0.6,-20,116,2,-6
O=C1C2CCCN2C(c2ccc(Cl)c(Cl)c2)N1c1ccccn1 (centres undefined),100,x,93,100,x,x,111,x,1
C[C@H]1CCCC(=O)CCCCCc2cc(O)cc(O)c2C(=O)O1,61,x,74,106,x,x,88,x,31
COc1ccc(CN2CCN(c3ccccc3F)CC2)cc1O,101,74*,97,99,0.3,-43,111,-1,6
CCN(CC)C(=O)c1ccc(NC(=O)c2cccc(F)c2)cc1,x,4,x,x,1,-16,x,0,x
CCOC(=O)c1c(C)n(CCOC)c2ccc(O)cc12,85,69*,87,96,0.3,-3,75[fluorescence artefact?],2,9
CN1CCC(N(C)Cc2cccnc2)CC1,100,-1,98,104,1,-4,102,4,-3
Cc1nc2c(=O)n(C)c(=O)nc-2n(C)n1,2.6*,x,5.6*,2.5*,x,x,108,x,-8
Cc1cc(C)n2nc(C)[n+](C)c2n1,x,-14,x,x,1.1,21,x,2,x

# Some of the compounds tested, so the mix of outcomes need not match the whole.
